# Smad3 FoxH1 inh = inhibitors of human Smad3 transcription factor binding; inhibition, % at 25 µM; actives 0.29% (n = 88,000); TR-FRET Smad3/Dy647-FoxH1 peptide binding, europium anti-His; P84022;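 active = compounds that reduce the energy-transfer binding signal between the protein and its labelled peptide by more than half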;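 also: 0% = Smad3 plus labelled peptide maximal FRET and 100% = peptide-only background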
# Target sequence (P84022 whole entry, looked up): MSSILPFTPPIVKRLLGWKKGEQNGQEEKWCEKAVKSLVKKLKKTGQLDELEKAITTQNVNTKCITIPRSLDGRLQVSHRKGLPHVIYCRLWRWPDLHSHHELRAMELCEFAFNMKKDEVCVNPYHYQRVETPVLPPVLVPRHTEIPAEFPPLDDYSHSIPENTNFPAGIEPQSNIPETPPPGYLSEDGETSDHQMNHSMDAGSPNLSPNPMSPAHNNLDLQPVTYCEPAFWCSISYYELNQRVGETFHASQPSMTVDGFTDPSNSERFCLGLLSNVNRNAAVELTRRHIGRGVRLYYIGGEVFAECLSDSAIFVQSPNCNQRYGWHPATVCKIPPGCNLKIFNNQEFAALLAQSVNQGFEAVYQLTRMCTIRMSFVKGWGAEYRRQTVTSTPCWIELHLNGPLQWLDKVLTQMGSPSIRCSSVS
# VCAM1 TNFa inh = reduces TNF alpha induced VCAM1 expression in HUVEC | HUVEC TNFa-induced VCAM-1 immunofluorescence, high-content imaging | AID 802 | inhibition, % at 2 µM | actives 0.48% (n = 95,000);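 active = inhibition above the batch mean plus 3 SD, with images confirmed as a hit by eye, cut at about 37% in these data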;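 also: 0% = TNF-stimulated DMSO wells and 100% = unstimulated control wells; not every result past the cut was called active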
# HUVEC tox TNFa = HUVEC cytotoxicity counter-screen, TNF alpha stimulated. HUVEC TNFalpha-stimulated, Hoechst cell count, imaging. cell count reduction, % at 2 µM. actives 0.17% (n = 93,000). AID 848;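 active = cell count reduction exceeding the screen mean by over 5 SD, scaled to untreated wells per plate, cut at about 78% in these data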;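 also: cells counted after 24 h of TNF alpha exposure following the 1 h pretreatment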
# MT1-MMP txn act = activates MT1-MMP transcription; HT1080 MT1-MMP promoter luciferase reporter, luminescence, overnight; hits give high values; activation factor at 10 µM; actives 0.16% (n = 86,000);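 active = activation factor of at least 2 for MT1-MMP transcription at 10 µM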
# Calb biofilm kill = kills Candida albicans biofilms | C. albicans biofilm + clotrimazole, Alamar Blue | inhibition, % at 6 µM | actives 0.14% (n = 85,000);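 active = inhibition above 20%; inactive = inhibition below 20%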;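 also: preformed 24 hr biofilms exposed to compound for 48 hr; 0% = biofilm without compound and 100% = blank killed by clotrimazole plus chlorhexidine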
# PTPN22 inh 2 = inhibitors of human LYP (PTPN22) phosphatase; recombinant LYP catalytic domain, DiFMUP fluorescence; inhibition, % at 2 µM; actives 0.21% (n = 96,000);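 active = inhibition at 2 µM at or above a set limit, the screen mean plus 3 SD, cut at about 24% in these data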;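 also: 0% = DMSO with enzyme and 100% = enzyme fully blocked by orthovanadate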
# HUVEC tox IL1B = toxic to HUVEC cells under IL-1B stimulation | AID 845 | cell count reduction, % at 2 µM | HUVEC cell count loss, Hoechst imaging, IL-1B stimulated | actives 0.41% (n = 94,000);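 active = cell count reduction more than 3 SD above the screen-wide mean, cut at about 70% in these data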;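 also: normalized per plate to untreated control cells as the no-loss baseline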
# cytoskel mod = cytoskeleton assembly modification; AID 836; inhibition, % at 2 µM; HUVEC TNFa F-actin phalloidin imaging, high content; actives 0.18% (n = 91,000);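 active = inhibition above the batch mean plus 3 SD and confirmed as a hit by visual image inspection, cut at about 30% in these data, passing the limit was not always enough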; also: strong numbers were not always called active
# hDAT+cocaine = human DAT dopamine uptake with cocaine, either direction; LLC-PK1 hDAT cells, [14C]-dopamine uptake with cocaine IC80; actives deviate in either direction; AID 449768; actives 1.3% (n = 110,000); B-score at 10 µM; Q01959;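 active = Z score or B-score, a plate-position-corrected score, falls beyond the plate's 99.7% confidence bounds, in either direction; inactive = both scores lie inside the 99.7% bounds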;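 also: scored against the spread of the other compound wells on the same plate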
# Target sequence (Q01959 whole entry, looked up): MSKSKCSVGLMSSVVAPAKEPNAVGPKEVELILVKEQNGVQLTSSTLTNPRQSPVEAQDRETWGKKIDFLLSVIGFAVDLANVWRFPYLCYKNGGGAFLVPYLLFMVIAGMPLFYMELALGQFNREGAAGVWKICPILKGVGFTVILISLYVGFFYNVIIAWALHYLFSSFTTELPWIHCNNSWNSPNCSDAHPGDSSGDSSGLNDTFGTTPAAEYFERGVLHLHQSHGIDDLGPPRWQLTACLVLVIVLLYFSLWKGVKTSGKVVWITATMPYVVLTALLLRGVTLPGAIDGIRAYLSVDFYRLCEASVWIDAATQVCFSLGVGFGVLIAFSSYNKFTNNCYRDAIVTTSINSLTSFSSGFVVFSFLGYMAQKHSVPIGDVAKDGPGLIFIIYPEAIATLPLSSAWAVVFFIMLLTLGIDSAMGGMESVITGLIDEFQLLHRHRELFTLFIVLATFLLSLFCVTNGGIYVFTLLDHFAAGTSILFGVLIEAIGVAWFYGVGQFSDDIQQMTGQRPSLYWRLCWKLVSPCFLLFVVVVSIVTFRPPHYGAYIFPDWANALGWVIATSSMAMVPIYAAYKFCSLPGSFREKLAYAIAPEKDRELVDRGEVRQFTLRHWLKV
# * marks the source's active call; other numbers are inactive results; / = not tested or not shown; [ ] = another dose, or the depositor's remark.
SMILES,Smad3 FoxH1 inh,VCAM1 TNFa inh,HUVEC tox TNFa,MT1-MMP txn act,Calb biofilm kill,PTPN22 inh 2,HUVEC tox IL1B,cytoskel mod,hDAT+cocaine
O=[N+]([O-])c1ccc(N/N=C/c2c[nH]c3ccccc23)c(S(=O)(=O)Nc2ccc(Cl)cc2)c1,/,-2,-9,/,/,0,24,4,/
Cc1ccc2c(c1)-c1c(cnn1CC(=O)N1CCCN(Cc3ccccc3F)C1)CO2,-2,/,/,1.1,14,/,/,/,-0.37
COC(=O)c1cc(OC)c(OC)cc1NC(=O)C1CCCO1 (stereo unspecified),-1,/,/,1,7,/,/,/,0.011
O=C(Nc1ccc(Nc2ccccc2)cc1)N1CCOCC1,0,-15,8,1.1,8,-4,-180,2,0.0022
c1cncc(-c2nc3ccccc3[nH]2)c1,/,8,-26,/,/,14,5,-6,0.68
Cc1c(NC(=O)COC(=O)C2CC3C=CC2C3)c(=O)n(-c2ccccc2)n1C (stereo unspecified),-2,-18,-39,1.1,3,1,3,-4,0.9
CC(C)NC(=O)c1onc(CSc2ccc(F)cc2)c1C(=O)O,/,-6,6,/,/,15,22,-4,0.0027
COc1cccc(C2=NOC(C(=O)Nc3cccc(C(C)=O)c3)C2)c1OC (stereo unspecified),7[fluorescence artefact?],26,-3,1.1,4,-6,3,-9,0.47
COc1ccc(S(=O)(=O)n2nc(OC(=O)c3ccco3)cc2N)cc1,6,-6,12,1,-6,-5,15,-11,0.41
Cc1cccc(OCCCC(=O)Nc2ccc(S(=O)(=O)Nc3onc(C)c3C)cc2)c1,5,-1,3,1,5,-4,12,8,0.21
Cc1oc(C(C)(C)C)c(CN2CCCC2)c1C(=O)O,2,-34,-6,1.1,4,-6,21,-6,0.36
COc1cc2[nH]c3c(N4CCN(c5ccccn5)CC4)ncnc3c2cc1OC,16,32,-22,1.2,-1,0,-26,-13,0.4

# Reprinted from the part before: 2 compounds, followed by the next part.
SMILES,Smad3 FoxH1 inh,VCAM1 TNFa inh,HUVEC tox TNFa,MT1-MMP txn act,Calb biofilm kill,PTPN22 inh 2,HUVEC tox IL1B,cytoskel mod,hDAT+cocaine
Cc1oc(C(C)(C)C)c(CN2CCCC2)c1C(=O)O,2,-34,-6,1.1,4,-6,21,-6,0.36
COc1cc2[nH]c3c(N4CCN(c5ccccn5)CC4)ncnc3c2cc1OC,16,32,-22,1.2,-1,0,-26,-13,0.4
Cc1cc(C)c(NC(=O)c2ccccc2CCc2ccccc2)c(C)c1,/,7,-13,/,/,4,-33,14,0.48
Cn1nc(C(C)(C)C)cc1C(=O)Nc1nc2c(s1)C(=O)CC(C)(C)C2,-23,14,-27,1.1,-2,10,3,26,0.87
Cn1c(=O)cc(SCC(=O)NCC2COc3ccccc3O2)c2ccccc21 (stereo unspecified),13[fluorescence artefact?],10,3,1.2,9,-11,10,2,-0.53
O=C(O)C1CCCCC1C(=O)NCCC(c1ccccc1)c1ccccc1 (stereo unspecified),7,10,6,1.1,8,-15,-15,-12,0.023
COc1ccccc1C(=O)NCC(=O)Nc1ccccc1,-8,10,-4,1.1,-1,4,-7,-28,0.39
Cc1cc(N2C(=O)CC(C(C)c3ccccc3)C2=O)no1 (stereo unspecified),7[fluorescence artefact?],-4,3,1.1,4,-13,-33,-4,-0.054
CCOc1ccccc1C(=O)N1CCN(C(c2ccccc2)c2ccccc2)CC1,/,-34,/,/,/,4,10,3,-0.49
CN=C(Nc1ccc2c(c1)OCO2)SC1CC(=O)N(c2ccccc2)C1=O (stereo unspecified),3,12,-15,1.1,7,-2,2,-17,1.1
Cc1ccc(S(=O)(=O)CC(O)CN2CCCC2=O)cc1 (stereo unspecified),/,2,-12,/,/,10,6,/,-0.2
COC(=O)c1cccc(COC(=O)c2ccccc2NC(=O)c2ccco2)c1,-8,-18,17,1.1,9,1,-130,-14,0.22
COc1ccc2c(c1)[nH]c1c(=O)n(CCc3cnc[nH]3)cnc12,11,11,-38,1.5,-2,5,-61,-20,-1.3
Cc1ccc(S(=O)(=O)NC(C(=O)OCC(=O)NC2CCS(=O)(=O)C2)C(C)C)cc1 (stereo unspecified),2,-4,4,0.9,10,1,-148,-5,-0.9
CCOC(=O)N1CCC(N2Cc3cccc(C(=O)NCc4ccccn4)c3C2=O)CC1,-5,10,-25,1.2,8,10,-18,2,0.011
N#Cc1c(N)n(CCOC(=O)c2cccc([N+](=O)[O-])c2)c2nc3ccccc3nc12,/,0,-4,/,/,-7,-5,7,0.87
Cc1ccc(-c2csc(NC(=O)c3ccc(-c4ccccc4)cc3)n2)o1,-12,16,-36,/,6,5,6,14,1.2
O=C(Nc1ccc(Oc2ccccc2)cc1)C1CCCN(c2ncccn2)C1 (stereo unspecified),8,1,-5,1.1,9,-6,-6,71*,/
CC(C)c1ccc(/C=C2\CC/C(=C\C=N\N(C)C)C2=O)cc1,3,-19,2,1.1,5,8,-26,/,/
Cc1nc2ncnn2c(N2CCC(C(=O)NC3CCCC3)CC2)c1Cc1ccccc1,0,7,3,1.1,9,8,-18,-8,1.1
Cc1sc2ncnc(Sc3nnnn3-c3ccc(Cl)cc3)c2c1C,12[fluorescence artefact?],5,-23,1.3,6,-14,-8,-27,1.4
COc1ccc(Nc2nc(N)nc(CN3CCN(c4ccccn4)CC3)n2)cc1,-5,2,-25,1.2,-2,-2,-10,26,-0.0098
CC1Oc2ccccc2N(CC(=O)NCc2cccs2)C1=O (stereo unspecified),7[fluorescence artefact?],/,/,1.4,3,/,/,/,-0.16
O=C(Oc1csc(=S)n1C(=O)c1ccccc1)c1ccccc1,8,98*,86*,/,6,2,16,-71,-1.7
CCCCC(=O)Nc1cccc(-c2cn3ccsc3n2)c1,/,-16,-16,1.6,/,8,1,24,0.046
CCOC(=O)c1cnc(SC)nc1Oc1cccc(NC(=O)c2ccc(Cl)cc2)c1,/,-10,8,/,/,12,-41,-7,-0.97
COc1ccc(C2=NOC(C(=O)N3CCCCCC3)C2)cc1OC (stereo unspecified),6,3,-1,1.2,9,-18,-29,-5,0.85
CCCn1nc2cc(C(=O)NCc3ccc(C)cc3)ccc2c1OC,/,0,-10,/,/,11,3,24,0.49
CC(=O)N1c2c(ccc3ccccc23)C(C)CC12CCCCC2 (stereo unspecified),-2,0,-4,1.3,3,4,1,/,0.3
O=C(COC(=O)c1cc([N+](=O)[O-])ccc1NCc1ccccc1)NC1CCCc2ccccc21 (stereo unspecified),12,15,-30,1,-2,11,-4,13,0.86
Cc1cc(C(=O)CSc2nnnn2C)c(C)n1-c1cccc(F)c1,-4,-6,8,1.4,11,-2,-2,3,0.45
Cc1ccc(NC(=O)/C(C#N)=C/c2cc(C)n(-c3ccc(N4CCOCC4)c([N+](=O)[O-])c3)c2C)c(C)c1,/,-7,16,/,/,9,-60,11,0.19
Cc1c(C(=O)c2ccc(Cl)c(Cl)c2)cnc2cc3c(cc12)OCO3,-4,35,/,1.4,1,1,-15,13,-1.1
CCn1c(Cc2ccccc2)nnc1SCC(=O)Nc1nccs1,-6,1,4,1,0,-24,-22,7,0.11
O=S(=O)(c1cccs1)N1CCc2ccccc21,-19,-14,-11,1.1,1,-8,8,21,-1.6
O=C(CNC(=O)c1ccc(Cl)cc1)NCCCn1ccnc1,6,11,-25,1.1,9,-20,8,23,-1.3
CCOC(=O)c1cc(S(=O)(=O)NC2CCN(C(=O)OCC)CC2)cn1C,-13,-6,59,1.1,-5,-5,15,-11,-0.67
CC(O)c1nc2ccccc2n1Cc1nnc(-c2ccc(Cl)cc2)o1 (stereo unspecified),-9,26,-20,1.3,6,3,-5,-17,0.025
C/C(=C\C(=O)c1ccc(Br)cc1)NCc1ccc(C)cc1,4,3,-16,1.2,4,-4,-15,7,0.36
CCOC(=O)C1CCN(C(=O)c2oc3ccc(S(=O)(=O)N4CC(C)CC(C)C4)cc3c2C)CC1 (stereo unspecified),4,0,-5,/,-2,8,8,-11,0.65
COC(=O)C(O)(CC(=O)Nc1ccc(OC)cc1)C(F)(F)F (stereo unspecified),-4,16,-27,1.3,-7,-7,-30,10,-0.28
O=C(NCC1CCCO1)NC1CCCCC1 (stereo unspecified),1,-3,0,1.2,5,10,94*,-14,-0.016
FC(F)(F)c1cc(-c2ccco2)nc(N2CCOCC2)n1,14,12,7,1.1,/,-22,2,-16,1.3
CC(C)OC(=O)c1cccnc1SCc1cc(=O)n2ccccc2n1,3,18,-14,1.1,6,-38,-2,17,0.63
CCOC(=O)c1ccc(Oc2c(C)oc3c(CN4CCN(C)CC4)c(O)ccc3c2=O)cc1,11,10,-17,1.1,4,1,9,11,0.16
CCCCOC(=O)c1ccc(-c2ccc(/C=N/NC(=S)NCC)o2)cc1,/,-36,-24,/,/,-3,17,9,-0.76
COc1cccc(CNC(=O)c2cc3c(C)nc4ccccc4c3o2)c1,1,21,18,/,8,0,23,-16,0.79
CCOC(=O)c1cnn(-c2nc(SC)nc3sc4c(c23)CCC4)c1N,14[fluorescence artefact?],7,-11,1.1,6,1,-12,-10,-0.49
CCOCCCNC(=O)CCCOc1ccccc1,3,10,-17,1.1,8,4,-28,-5,-2
CC(=O)Nc1ccc(S(=O)(=O)NNC(=O)COc2cccc(C)c2)cc1,/,4,-1,/,/,4,-33,19,-0.22
OCCCc1nc2n(n1)C(c1cccs1)C=C(c1ccccc1)N2 (stereo unspecified),5,5,-19,/,5,-2,14,1,0.9
COc1cc(C2C(C(=O)N3CCOCC3)=C(C)NC3=C2C(=O)CCC3)ccc1OC(C)=O (stereo unspecified),4,-18,-2,0.9,-5,10,21,-2,-0.23
COc1ccc(C(CNC(=O)CCOc2ccccc2)N(C)C)cc1 (stereo unspecified),/,11,0,/,/,-16,3,-8,-0.69
CCC(=O)c1ccc(OCC(O)CN2CCN(S(=O)(=O)N3CCCCC3)CC2)cc1 (stereo unspecified),3,22,4,1.1,3,2,-6,11,0.41
O=C(C1CC1)N1CCCN(C(=O)C2CC2)CC1,1,/,/,1.2,1,/,/,/,0.71
CC(C)Cn1nnc2c(=O)oc3ccccc3c21,/,-15,18,/,/,-1,18,-9,/
CCn1cc(C(=O)C(F)(F)F)c2ccccc21,/,-12,9,/,/,-4,-24,5,1.2
COc1ccc(Nc2nnc(SCC(=O)c3cc(C)n(CC4CCCO4)c3C)s2)cc1 (stereo unspecified),/,-7,-32,/,/,6,-16,12,0.44
O=C(c1ccncc1)N1C2C=CC(C2)C1(C(F)(F)F)C(F)(F)F (stereo unspecified),3,-9,-6,1.2,-1,2,-76,0,-0.034
O=C(Nc1ncccn1)C1CCCN1S(=O)(=O)c1ccc(Cl)c(Cl)c1 (stereo unspecified),12,-8,10,1.2,8,-6,-76,-31,1.2
CC(CCc1ccccc1)NC(=O)c1cccnc1 (stereo unspecified),-4,11,-4,1,6,6,1,18,-1
CC(=O)c1ccc(NC(=O)N[C@@H](Cc2ccccc2)C(=O)O)cc1,8,9,-31,1.2,0,-2,8,13,3.1*

# 3 compounds drawn at random from those above:
SMILES,Smad3 FoxH1 inh,VCAM1 TNFa inh,HUVEC tox TNFa,MT1-MMP txn act,Calb biofilm kill,PTPN22 inh 2,HUVEC tox IL1B,cytoskel mod,hDAT+cocaine
CC(=O)Nc1ccc(S(=O)(=O)NNC(=O)COc2cccc(C)c2)cc1,/,4,-1,/,/,4,-33,19,-0.22
CC(CCc1ccccc1)NC(=O)c1cccnc1 (stereo unspecified),-4,11,-4,1,6,6,1,18,-1
CC(=O)N1c2c(ccc3ccccc23)C(C)CC12CCCCC2 (stereo unspecified),-2,0,-4,1.3,3,4,1,/,0.3

# This is a subset; count on the stated rates, not on these rows.
